Source: PubChem BioAssay
TrxR1 inh = blocks rat thioredoxin reductase 1 | O89049 | recombinant rTrxR1, NADPH fluorescence consumption, selenite substrate | Potency, µM (titrated, usually from 114 µM), for the others: at the highest dose activity change, negative = inhibition, actives largely listed as inhibitors | 390,000 tested, 1% active | AID 588453; also: potency is read from the fitted curve at half-maximal effect; % is scaled to controls: 0 for no effect and ±100 for the full control effect; nearly all actives have a fitted effect of over 65% in size
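Rat TrxR1 (90 nM in the dispensed reagent) was pre-reduced with 400 uM NADPH for 5 min at room temperature, then incubated with compound for 15 min. After 400 uM selenite was added, NADPH fluorescence (Ex 340/Em 450 nm) was followed for 8 min.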
LDHA inh = LDHA (human) enzyme inhibition; P00338; purified LDHA, NADH/diaphorase-resazurin fluorescence; active compounds read low; activity change, % (values are at about 110 or 230 µM); 480,000 tested, 0.15% active; in the data active = activity change below about -30%; inconclusive = mostly about -25% to -30%;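 also: plate controls were DMSO wells for no effect and wells without enzyme for full effect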
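Enzyme activity of human lactate dehydrogenase 5 (2 nM; 0.06 mM NADH, 0.2 mM pyruvate, 5 min, RT) is measured via a resazurin/diaphorase fluorescence readout of residual NADH.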
IDH1 R132H inh = inhibitors of human mutant IDH1 R132H; Potency, µM (top dose mostly 76.6 µM), inactives show at the highest dose activity change, negative = inhibition, most hits filed as inhibitors; 390,000 tested, 0.093% active; O75874; IDH1-R132H enzyme, NADPH consumption, diaphorase/resazurin fluorescence; also: potency is read from the fitted curve at half-maximal effect; % is scaled to controls: 0 for no effect and ±100 for the full control effect; nearly all actives have a fitted effect of over 65% in size
Target sequence (O75874 whole entry R132H, stated change not applied): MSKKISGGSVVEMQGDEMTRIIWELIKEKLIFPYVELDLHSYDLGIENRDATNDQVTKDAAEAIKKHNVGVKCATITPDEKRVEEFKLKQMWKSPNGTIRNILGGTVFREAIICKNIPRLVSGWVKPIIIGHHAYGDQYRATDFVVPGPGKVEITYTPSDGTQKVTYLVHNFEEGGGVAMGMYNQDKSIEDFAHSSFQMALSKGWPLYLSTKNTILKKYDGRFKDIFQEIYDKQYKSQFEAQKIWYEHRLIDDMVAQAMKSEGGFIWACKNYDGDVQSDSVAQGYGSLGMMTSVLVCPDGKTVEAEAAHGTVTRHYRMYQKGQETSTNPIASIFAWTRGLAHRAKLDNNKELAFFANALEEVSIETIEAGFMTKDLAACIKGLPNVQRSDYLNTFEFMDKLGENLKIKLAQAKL
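IDH1-R132H (0.5 ug/mL) preincubated 30 min with compound, then NADPH (0.016 mM) and alpha-KG (2 mM) added; 80 min at RT, pH 7.5. Remaining NADPH coupled via diaphorase/resazurin to fluorescence (540/590 nm); concentration-response curves normalized to no-enzyme control.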
TrxR1 substrate = is turned over as a substrate by rat TrxR1 | O89049 | purified TrxR1 substrate turnover, NADPH consumption readout | Potency, µM (top dose mostly 114 µM), for inactives: at the highest dose activity change, negative = substrate turnover | 390,000 tested, 0.01% active | AID 588456; also: potency is read from the fitted curve at half-maximal effect; % is scaled to controls: 0 for no effect and ±100 for the full control effect; nearly all actives have a fitted effect of over 50% in size
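Rat TrxR1, dispensed at 90 nM, was prereduced with 400 uM NADPH (final) for 5 min at ~22 deg C, then incubated with compound 15 min before 400 uM selenite. A first-read NADPH fluorescence drop versus no-compound background flagged substrates.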
GRP78 ERSR act = induces the endoplasmic reticulum stress response in human glioma cells; U87-MG GRP78 promoter luciferase reporter, 16 h; Potency, µM, without a hit: at the top dose activation, usual class: activators; 420,000 tested, 0.02% active; AID 602332; also: potency is read from the fitted curve at half-maximal effect; series mostly up to about 76 µM; % of control where 0% means no effect; nearly all actives have a fitted effect of over 35% in size
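ERSR induction read as luciferase luminescence (Bright-Glo, 10 min at room temperature) in stably transfected human U87-MG glioma cells exposed to compounds for 16 h, using GRP78 as sensor.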
Vif-APOBEC3F blk = inhibitors of Vif-A3F interaction | HeLa A3F-eYFP + Vif (tagged APOBEC3F with the HIV-1 protein that degrades it), YFP fluorescence increase | Potency, µM (top dose mostly 46.1 µM), without a hit: at the top dose activity, negative = active | 390,000 tested, 0.2% active | AID 602313; also: potency is read from the fitted curve at half-maximal effect; % of control where 0% means no effect; nearly all actives have a fitted effect of over 65% in size
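HeLa cells stably expressing Vif plus C-terminally eYFP-tagged A3F were seeded, incubated overnight at 37 deg C, dosed with compound, incubated overnight again at 37 deg C. Yellow fluorescence (Ex 488/Em 500-530) reported blocked Vif-mediated A3F-eYFP degradation.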
RGS4 inh = human RGS4 inhibition. Transcreener GDP fluorescence polarization, RGS4-accelerated GTP hydrolysis. 390,000 tested, 0.039% active. Potency, µM (series often up to 114 µM), for inactives: at the highest dose activity change, negative = inhibition, actives largely listed as inhibitors. P49798. AID 504845; also: potency is read from the fitted curve at half-maximal effect; % is scaled to controls: 0 for no effect and ±100 for the full control effect; nearly all actives have a fitted effect of over 75% in size; some results filed as inactive show a strong effect at the top dose
Target sequence (P49798 whole entry, looked up): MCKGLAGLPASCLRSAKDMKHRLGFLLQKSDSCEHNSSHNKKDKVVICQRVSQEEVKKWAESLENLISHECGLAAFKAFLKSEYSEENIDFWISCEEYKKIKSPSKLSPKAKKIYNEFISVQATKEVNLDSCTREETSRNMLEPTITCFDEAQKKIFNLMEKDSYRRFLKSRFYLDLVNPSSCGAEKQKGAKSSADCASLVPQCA
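MLSMR compounds (23 nl, pin-transferred) preincubated 10 min at room temperature with a 500nM (2x) first reagent, then RGS4 at 900nM (2x) plus Transcreener GDP mix added; fluorescence polarization (620/688 nm) read before and after 90 min at 30 °C.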
Vif-A3G inh = inhibitors of Vif-APOBEC3G interaction | HeLa A3G-eYFP + Vif (tagged APOBEC3G with the HIV-1 protein that degrades it), YFP fluorescence, overnight | Potency, µM (highest dose often 46.1 µM), without a hit: top-dose activity, negative = active, usual class: inhibitors | Q9HC16 | 410,000 tested, 0.076% active;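 also: potency is read from the fitted curve at half-maximal effect; % is scaled to controls: 0 for no effect and ±100 for the full control effect; nearly all actives have a fitted effect of over 60% in size; hits raise eYFP signal because A3G escapes Vif-driven loss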
Target sequence (Q9HC16 whole entry, looked up): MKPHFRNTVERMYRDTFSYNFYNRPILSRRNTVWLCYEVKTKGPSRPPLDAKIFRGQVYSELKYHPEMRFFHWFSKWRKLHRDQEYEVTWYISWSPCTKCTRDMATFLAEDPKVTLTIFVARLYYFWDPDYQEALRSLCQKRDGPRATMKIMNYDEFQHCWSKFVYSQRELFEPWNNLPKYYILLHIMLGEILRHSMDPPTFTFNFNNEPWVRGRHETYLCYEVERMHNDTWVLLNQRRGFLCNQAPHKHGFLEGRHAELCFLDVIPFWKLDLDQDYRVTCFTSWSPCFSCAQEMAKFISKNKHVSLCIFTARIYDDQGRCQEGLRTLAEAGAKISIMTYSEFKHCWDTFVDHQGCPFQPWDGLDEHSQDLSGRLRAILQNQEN
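HeLa cells stably expressing Vif and C-terminally eYFP-tagged A3G, seeded overnight at 37 deg C, then exposed to compound by pintool overnight at 37 deg C. Rise in yellow fluorescence (Ex 488/Em 500-530, Acumen) marks blocked Vif-driven A3G degradation.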
USP1 inh = USP1/UAF1 (human) deubiquitinase inhibition; recombinant USP1/UAF1, Ub-Rhodamine cleavage fluorescence; 390,000 tested, 0.23% active; Potency, µM (highest dose often 57.1 µM), inactives show at the highest dose activity change, negative = inhibition, most hits filed as inhibitors; also: potency is read from the fitted curve at half-maximal effect; % is scaled to controls: 0 for no effect and ±100 for the full control effect; nearly all actives have a fitted effect of over 60% in size; inactives centre near -12
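USP1/UAF1 complex at 1 nM was preincubated with compound for 15 min at room temperature, then Ub-Rho substrate (150nM final) was added. Fluorescence (480/540 nm) was read kinetically, 6 reads every 60 seconds.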
The depositor's hits bear a star; u = inconclusive; x = not tested or not shown; & = joins results of further samples; [ ] = remark or other dose. Unless noted, calls follow the shape of the dose curve; as a rule, active = well fitted curve in the direction sought with a large enough effect; inconclusive = small, poorly fitted or top-dose-only effect, or another doubt; inactive = no such curve, though single readings can be large; an effect the other way counts as inactive or inconclusive. This is a subset. The share of hits here may be higher or lower than overall.

SMILES	TrxR1 inh	LDHA inh	IDH1 R132H inh	TrxR1 substrate	GRP78 ERSR act	Vif-APOBEC3F blk	RGS4 inh	Vif-A3G inh	USP1 inh
C[C@@H](NC(=O)CN(c1ccccc1)S(=O)(=O)N(C)C)c1ccccc1	29%	0	-1%	1%	-3%	-1%	-4%	-1%	-21%
Cc1cc2c(cc1C)NC1=C(N2)OC(c2cccc(O)c2)C1=O (stereo not given)	-3%[57.1 µM]	-3	5%	-2%[57.1 µM]	-1%	3%	10%	-1%	-1%
COc1cc(NC(=O)c2ccc3nsnc3c2)cc(OC)c1OC	-10%	-2	7%	-8%	-3%	3%	13%	-2%	-7%
Cc1nnc(SCc2ccccn2)n(N)c1=O	17%[57.1 µM]	-1	-2%	-6%	2%	5%	19%	1%	-15%
Cc1cc(-n2c(SCC(=O)NCc3cccs3)nc3n[nH]c(C)c3c2=N)ccc1Cl	-13%[57.1 µM]	-3	-5%	5%[57.1 µM]	-5%	-1%	-13%	2%	-16%
Cc1ccc(NC(=O)CSc2ccc3nnc(-c4ccccn4)n3n2)cc1	-1%	-5	-7%	-6%	-2%	2%	-12%	5%	-13%
CCn1nc(CC(=O)Nc2ccc(-n3cnnn3)c(C)c2)c2ccccc2c1=O	1%	-4	-3%	7%[57.1 µM]	-3%	-10%	-8%	3%	-18%
CCOC(=O)C1=C(C)c2ccccc2OC1(C)C(=O)OCC (stereo not given)	-4%	-3	-9%	-5%	-2%&3%	-2%	-15%	-4%	u
O=C(c1ccc2c(c1)N(Cc1ccc(Cl)cc1)C(=O)c1ccccc1S2=O)N1CCN(c2ccccc2F)CC1 (stereo not given)	28%	-6	-2%	7%	0%	5%	15%	1%	-23%
CCOC(=O)/C(C#N)=C\C=C1C=CN(C)C=C1	u	0	10%	-17%[57.1 µM]	-3%	22µM*	8%	u	u
O=S(=O)(Nc1ccc(-c2ccc(N3CCCC3)nn2)cc1)c1ccc(Cl)cc1	19%[57.1 µM]	-2	2%	-2%[57.1 µM]	1%	-6%	-10%	2%	-21%
Cc1nc2c(C(=O)NCc3ccccc3Cl)cnn2c(C)c1Cc1c(F)cccc1Cl	11%[57.1 µM]	0	6%	0%[57.1 µM]	-2%	0%	-10%	3%	-13%
Cc1onc(-c2ccccc2Cl)c1C(=O)Nc1ccc(S(=O)(=O)NCC2CCCO2)cc1 (stereo not given)	10%	-6	9%	9%	-3%	-6%	5%	-1%	-8%
CCOc1c(C)cnc2c1c(=O)n(Cc1ccccc1Cl)c(=O)n2C	-13%	-10	5%	-5%	-4%	1%	-6%	-1%	-19%
CCCCNC(=O)COn1nnc2ccc(S(=O)(=O)N3CCOCC3)cc21	-9%	-1	7%	-3%	-6%	9%	-17%	-1%	-7%
COc1cccc(C(=O)NCCn2ccc3ccccc32)c1	15%[57.1 µM]	-8	1%	10%[57.1 µM]	2%	9%	4%	1%	-8%
COc1ccc(C(C#N)c2nc3ccccc3nc2Cl)cc1 (stereo not given)	0%	-2	8%	-9%	-3%	2%	15%	-24%	-8%
COc1ccc(C)cc1NC(=O)CSc1nnc(-c2ccc(Br)cc2)o1	14%	1	3%	6%	-3%	1%	-15%	0%	-9%
O=C1NC2(CCCCC2)C(=O)N1Cc1cc(=O)n2ccsc2n1	15%	-4	2%	4%	-3%	-2%	11%	0%	-26%
Cc1ccc(C)c(CS(=O)(=O)c2cn(CC(=O)N3CCC(C)CC3)c3ccccc23)c1	-15%	-3	3%	-15%	-4%	5%	-18%	0%	-9%
Cc1ccc(C(=O)O/N=C(\N)c2cccc([N+](=O)[O-])c2)cc1	11%	-5	18%	3%	4%	1%	5%	-1%	-11%
OC1(c2ccc(Cl)cc2)CCN(Cc2c[nH]c3ccccc23)CC1	3%[57.1 µM]	-5	-1%	4%[57.1 µM]	-2%&0%&-7%&-6%	-6%	23%[56.9 µM]	0%	-8%
O=C(c1ccc(F)cc1)N(Cc1ccccc1)C1CCS(=O)(=O)C1 (stereo not given)	14%[57.1 µM]	1	3%	7%[57.1 µM]	2%	3%	6%	-1%	6%
COc1ccc(/C=N/NC(=O)c2[nH]nc3c2CCc2ccccc2-3)cc1OC	16%	0	-15%	32%	2%	-4%	u	3.2µM*	u
Cc1ccc(S(=O)(=O)NN=C2CC(C)(C)CC(=O)C2(C)C)cc1	x	0	1%	x	-6%	0%	x	0%	-28%

4 compounds already listed, arranged by molecular weight, ascending:
SMILES	TrxR1 inh	LDHA inh	IDH1 R132H inh	TrxR1 substrate	GRP78 ERSR act	Vif-APOBEC3F blk	RGS4 inh	Vif-A3G inh	USP1 inh
COc1cccc(C(=O)NCCn2ccc3ccccc32)c1	15%[57.1 µM]	-8	1%	10%[57.1 µM]	2%	9%	4%	1%	-8%
Cc1ccc(S(=O)(=O)NN=C2CC(C)(C)CC(=O)C2(C)C)cc1	x	0	1%	x	-6%	0%	x	0%	-28%
COc1ccc(C)cc1NC(=O)CSc1nnc(-c2ccc(Br)cc2)o1	14%	1	3%	6%	-3%	1%	-15%	0%	-9%
Cc1cc(-n2c(SCC(=O)NCc3cccs3)nc3n[nH]c(C)c3c2=N)ccc1Cl	-13%[57.1 µM]	-3	-5%	5%[57.1 µM]	-5%	-1%	-13%	2%	-16%

Continued.
SMILES	TrxR1 inh	LDHA inh	IDH1 R132H inh	TrxR1 substrate	GRP78 ERSR act	Vif-APOBEC3F blk	RGS4 inh	Vif-A3G inh	USP1 inh
Cc1ccc(Nc2nc(-c3cccnc3)nc3ccccc23)cc1	23%	-2&-11	11%	9%	-5%	-2%	-12%	u	-23%
CCOC(=O)Cc1cnc(NC(=O)CSc2nc(C)cc(C)n2)s1	18%[57.1 µM]	-10	4%	-3%[57.1 µM]	2%	-4%	8%	2%	-16%
CCOC(=O)c1c(NC(=O)CSc2nnnn2C)sc(C(=O)N(C)C)c1C	12%[57.1 µM]	-7	5%	5%[57.1 µM]	7%	-3%	5%	0%	-15%
Cc1ccc(NC(=O)CN2C(=O)NC3(CCc4ccccc43)C2=O)cc1Cl (stereo not given)	14%[57.1 µM]	-1	9%	-4%[57.1 µM]	-4%	0%	-18%	u	-17%
C=C1CCN(Cc2ccccc2)S(=O)(=O)c2ccccc21	-10%	-5	4%	-9%	-1%&-5%	1%	-4%&18%	3%&0%	-8%
CN(CC(=O)Nc1ccc(F)cc1)C(=O)c1ccc(N2C(=O)CCC2=O)cc1	21%	-1	0%	5%	-3%	-2%	-9%	0%	-13%
COc1ccc(CCNC(=O)COc2ccccc2[N+](=O)[O-])cc1OC	18%	0	1%	0%	1%	0%	-1%	2%	-8%
O=C(Oc1ccccc1Cl)C1CCN(C(=O)c2ccc(F)cc2)CC1	8%	-6	-2%	-4%	-1%	0%	-15%	-6%	-16%
COc1cccc(-n2nnnc2S(C)(=O)=O)c1	3.2µM*	-6	-2%	5%	-16%	2%	-46%	-29%	-10%
COC1(OC)C=CC(=O)C=C1NC(=O)c1ccccc1OC(C)=O	13µM*	18	x	-5%[57.1 µM]	-3%	4%	-47%	u	x
CN(C(=O)COC(=O)c1ccccc1Cc1ccccc1)c1c(N)n(Cc2ccccc2)c(=O)[nH]c1=O	2%	-4	5%	-5%	-3%	u	13%	-14%	0%
Cc1ccc(NC(=O)c2ccc(Cl)nc2)cc1	29%	-1	0%	4%	3%	-2%	-19%	-1%	-22%
Cc1coc2c(C)c3oc(=O)c4c(c3cc12)CCCC4	u	-7	-2%	-8%[57.1 µM]	4%	2%	6%	-1%	3%
CC1CCCCC1NC(=O)CCCCCn1c(=S)[nH]c2ccccc2c1=O (stereo not given)	-10%	-3	0%	-4%	-4%	10%	1%	2%	-11%
CC1CC(=O)N(CC(=O)Nc2ccc(F)cc2F)c2ccccc2S1 (stereo not given)	18%	-2	18%	6%	-3%	0%	15%	0%	-24%
CN(C(=O)c1cccc(NC(=O)Cc2ccc(NC(=O)C3CCCN(C(=O)C4CCCCC4)C3)cc2)c1)C1CCCC1 (stereo not given)	18%	-3	4%[38.3 µM]	-4%	-5%	10%	20%	-1%	-12%
O=C(CSc1nnc(-c2ccc(Br)cc2)n1-c1ccccc1)c1ccccc1	24%[57.1 µM]	3	15%	7%[57.1 µM]	-1%	-10%	-22%	0%	-5%
CCOC(=O)c1ccc(NC(=O)Cn2cccc2)cc1	u	4	1%	-7%	3%	5%	-41%	0%	-12%
CCc1ccc(NS(=O)(=O)c2c(C(=O)N3CCCCCC3)c(C)n(C)c2C)cc1	14%	-1	-4%	-1%	-5%	-1%	6%	2%	-15%
CCc1cccc(C)c1NC(=O)COC(=O)c1ccc2c(c1)S(=O)(=O)c1ccccc1C2=O	10%	-4	4%	-1%	-5%	5%	17%	2%	-4%
O=C(OCCOc1ccc(Cl)cc1)c1cc(S(=O)(=O)N2CCCCC2)ccc1N1CCOCC1	38%	-10	-2%	10%	1%	-1%	-1%	5%	-26%
COc1ccc(-c2nc3ccccn3c2NCc2ccc3c(c2)OCO3)cc1	0%	0	1%	48%[activator]	0%	1%	-16%	2%	-9%
COc1ccc(/C=C2\N=C3CCCCCN3C2=O)cc1	13%[57.1 µM]	-7	16%	8%[57.1 µM]	3%	-30%	21%	-1%	-18%
